FEN1 inh: qHTS Assay for the Inhibitors of Human Flap endonuclease 1 (FEN1). Recombinant FEN1 flap cleavage, fluorescence, 15 min. AID 588795, 2011. 0.35% of 390,000 active. Potency, µM (doses to about 114 µM), for inactives: at the highest dose activity change, negative = inhibition, usual class: inhibitors; also: nearly all actives have a fitted effect of over 65% in size
Target sequence (P39748 whole entry, looked up): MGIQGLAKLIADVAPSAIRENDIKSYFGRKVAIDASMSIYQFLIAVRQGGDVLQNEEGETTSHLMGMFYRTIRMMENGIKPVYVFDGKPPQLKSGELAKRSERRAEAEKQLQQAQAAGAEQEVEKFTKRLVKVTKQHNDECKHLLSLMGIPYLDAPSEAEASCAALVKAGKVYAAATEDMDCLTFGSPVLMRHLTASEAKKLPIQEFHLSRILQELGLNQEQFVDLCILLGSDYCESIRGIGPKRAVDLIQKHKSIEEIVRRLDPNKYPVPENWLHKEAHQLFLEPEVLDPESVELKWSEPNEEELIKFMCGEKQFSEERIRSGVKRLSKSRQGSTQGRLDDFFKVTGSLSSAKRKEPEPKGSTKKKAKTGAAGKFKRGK
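Concentration–response screening of FEN1 (10 nM): 15 min compound preincubation at room temperature, reaction started with 50 nM substrate and read at 0 and 15 min. Corrected, normalized data were fitted by a four-parameter Hill equation.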
GCN5L2 inh: qHTS Assay for Inhibitors of GCN5L2; 0.21% of 390,000 active; Histone acetyltransferase KAT2A (Homo sapiens), Q92830; Potency, µM (titrated, usually from 58.9 µM), without a hit: at the highest dose activity change, negative = inhibition, hits mostly inhibitors; GCN5L2 HAT assay, ThioGlo1 CoA-SH fluorescence; AID 504327, 2011
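Titration-based screen in which CoA formation is detected via maleimide probe ThioGlo1 (50uM) turning fluorescent on thiol reaction; substrates H3(1-25) 75uM and acetyl-CoA 70uM, GCN5L2 20nM, 20 min incubation at room temperature.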
DT40 TDP1 CPT: qHTS for Inhibitors of human tyrosyl-DNA phosphodiesterase 1 (TDP1): qHTS in cells in presence of CPT; chicken DT40 Tdp1-/-;hTDP1 cells + 20 nM CPT, ATP luminescence, 48 h; AID 686979, 2013; Potency, µM (series often up to 46.2 µM), for inactives: at the top dose activity change, negative = growth inhibition, usual class: inhibitors; 12% of 420,000 active; also: nearly all actives have a fitted effect of over 55% in size
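Chicken DT40 Tdp1-/- cells stably complemented with human TDP1 were seeded at 400 cells/well in medium containing 20 nM camptothecin, exposed to pin-transferred compounds, and grown at 37 °C for at least 48 hr. Viability was read as ATP luminescence.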
* hit, by the source's call; ? = inconclusive; . = no result given; & = joins results of further samples; [ ] = dose if it differs, or a comment. Calls follow the shape of the dose curve; as a rule, active = well fitted curve in the direction sought with a large enough effect; inconclusive = small, poorly fitted or top-dose-only effect, or another doubt; inactive = no such curve, though single readings can be large; an effect the other way counts as inactive or inconclusive. % is scaled to controls: 0 for no effect and ±100 for the full control effect; potency is read from the fitted curve at half-maximal effect. Some of the compounds tested, so the mix of outcomes need not match the whole.

SMILES	FEN1 inh	GCN5L2 inh	DT40 TDP1 CPT
C=CCn1c(SCC(=O)Nc2cc3oc4ccccc4c3cc2OC)nnc1-c1cnccn1	-4%	-3%	?
O=C(Nc1ccc2c(c1)C(=O)NC2=O)c1ccc(Cl)s1	-16%	-2%	-5%
N#Cc1ccc(CSc2nnc(-c3cccs3)n2-c2ccccc2)cc1	-19%	-16%	-28%
CCS(=O)(=O)Nc1ccc(C(=O)CC2(O)C(=O)Nc3ccccc32)cc1 (stereo unspecified)	0%	-7%	-18%
Cc1ccc(CCNC(=O)c2cc(-c3ccc(Cl)cc3)n[nH]2)cc1	6%	-9%	8%
O=C(Oc1ccc2c(=O)c(Oc3ccc4ccccc4c3)coc2c1)c1cncc(Br)c1	-3%	2%	?
Cc1ccc(SC(C)C(=O)Nc2ccccc2C(=O)N2CCOCC2)cc1 (stereo unspecified)	-7%	-7%	-2%
CCOC(=O)Cn1c(=O)oc2cc(S(=O)(=O)N(C)Cc3ccco3)ccc21	6%	-17%	-10%
CC1=NN(C(=O)COc2cc(C)ccc2C(C)C)C(O)(c2ccccc2)C1 (stereo unspecified)	-23%	-10%	5.8µM*
CCOC(=O)C(=O)Nc1nnc(Cc2ccc(OC)c(OC)c2)s1	1%	-6%	0%
CNS(=O)(=O)c1cccc(C(=O)OCC(=O)C23CC4CC(CC(C4)C2)C3)c1	-1%	-7%	?
COc1ccc(OC)c(S(=O)(=O)N2CCN(CC(O)COc3ccc(C#N)cc3)CC2)c1 (stereo unspecified)	5%	1%	?
COCCNC(=O)/C(C#N)=C/c1cc(C)n(C2CCCCC2)c1C	-5%	-15%	?
COc1ccc(/C=N/NC(=O)c2cccc(Br)c2)cc1CSc1ccccn1	-8%	-5%	-28%
CCOC(=O)c1c(C)[nH]c(C)c1S(=O)(=O)NCC(=O)NCc1ccccc1Cl	20%	-23%	?
O=c1c2ccccc2nc(/C=C/c2ccc(Br)cc2)n1CCCO	3%	-5%	23µM*
C=CCNc1nnc(SC2CC(=O)N(c3ccc(OC)cc3)C2=O)s1 (stereo unspecified)	-11%	-11%	3.7µM*
Cc1ccc(C)c(NC(=O)CSc2nnc(-c3n[nH]c4ccccc34)o2)c1	-2%	1%	?
COc1ccc(-c2cc(-c3ccc(N)cc3)nc(N)c2C#N)cc1OC	-30%	-11%	?
NS(=O)(=O)c1ccc(NC(=O)COC(=O)COc2ccccc2)cc1	-1%	-6%	-8%
COc1ccc(NC(=O)c2oc3ccccc3c2NC(=O)c2cc(C)cc(C)c2)c(OC)c1	-4%	-7%	3%
CCC(=O)Nc1ccc2c(c1)N(C(C)=O)c1ccccc1CC2	6%	0%	-7%
Cc1sc2ncnc(NCC(c3ccccc3)N(C)C)c2c1C (stereo unspecified)	-8%	-1%	?
CC(C)c1ccc2oc(-c3cccc(NC(=O)c4ccc5c(c4)OCCO5)c3)nc2c1	-2%	-7%	?
Cc1cc2nccc(-c3ccc(F)cc3)n2n1	-11%	-19%	?
More structures.
SMILES	FEN1 inh	GCN5L2 inh	DT40 TDP1 CPT
CC(C)c1ccccc1NC(=O)c1cccc(NC(=O)c2ccccc2)c1	9%	-3%	16µM*
Cc1cccc(OCC(=O)Nc2ccc(S(=O)(=O)Nc3onc(C)c3C)cc2)c1C	-2%&-14%	-1%&-14%	-3%&1%
COc1ccccc1CCNC(=O)C(=O)NCC1OCCN1S(=O)(=O)c1ccc([N+](=O)[O-])cc1 (stereo unspecified)	-7%	-1%	?
Cc1ccccc1OCCC(=O)N1CCN(S(=O)(=O)c2ccc(Br)cc2)CC1	-14%	-7%	?
COc1cc2c(cc1OC)C(C)N(C(=O)c1cc3c(s1)-c1ccccc1OC3)CC2 (stereo unspecified)	?	-20%	?
COc1ccc2c(c1OC)C(=O)N(c1ccccc1)C2=O	12%	-2%	30%[activator]
C#CCOCCOCCOCCNc1nc(N2CCN(C(=O)C([C@@H](C)CC)n3cc(C(N)CC(C)C)nn3)CC2)nc(N2CCN(C(=O)[C@H](CCC(=O)O)n3cc(C(N)Cc4ccc(O)cc4)nn3)CC2)n1 (stereo partly specified)	1%	0%	-20%
O=C(NCC(c1cccs1)S(=O)(=O)c1cccs1)c1ccccc1F (stereo unspecified)	18%	-5%	-11%
CCCCNC(=O)c1cc2cc(OC)ccc2[nH]1	-17%	-10%	-16%
COc1ccc(F)cc1C(=O)C1CCCN(C(=O)C2=C(C)OCCO2)C1 (stereo unspecified)	-8%	-1%	-28%
O=C(O)C1=C[C@@H](C2CCCCC2)C[C@@H](OCc2ccc(CO)cc2)O1	-18%	-6%	3%
CSc1nsc(SCC(=O)Nc2ccc(NC(C)=O)cc2)n1	9%	0%	9%
Cn1c(SCC(=O)Nc2ccc(C(N)=O)cc2)nc2c(c1=O)SCC2	-16%	-7%	7%
CCN(CCCNC(=O)c1cc(Nc2ccc(OC)cc2OC)nc2ccccc12)c1cccc(C)c1	1%	-18%	21µM*
CCc1c(C)sc(NC(=S)N2CCN(C(=O)C3CCCO3)CC2)c1C(=O)OC (stereo unspecified)	-22%	-9%	-26%
COc1ccccc1CN1CC(C(=O)NCc2ccc(SC)cc2)CCC1=O (stereo unspecified)	-7%	-23%	12%
CCCCCCOc1ccc(/C=c2\s/c(=C(/C#N)C(=O)NCc3ccco3)n(-c3ccccc3)c2=O)cc1	3%	2%	2.9µM*
CN(Cc1ccccc1)C(=O)c1ccc2c(c1)N(Cc1ccccc1Cl)C(=O)c1ccccc1S2	7%	1%	?
Cc1c(CCO)c(=O)n(-c2ccccc2)n1S(=O)(=O)c1ccc(F)cc1	0%	-7%	-15%
Cn1c(Cn2c(=O)sc3ccccc32)nnc1SCc1ccccc1F	-7%	1%	?
O=C(NCc1ccccc1)NC1CC2CCC(C1)N2Cc1ccco1 (stereo unspecified)	-2%	-5%	10%
C[C@H](NC(=O)c1ccccc1Cl)C(=O)OCC(=O)NNC(=O)c1cccs1	8%	-9%	2%
CCc1ccc(NC(=O)C(C)OC(=O)Cc2cc(OC)c(OC)c(OC)c2)cc1 (stereo unspecified)	-1%	-13%	?
Cc1nc(Sc2nnnn2C2CC2)c2c(-c3ccccc3)csc2n1	-5%	.	?
CC(C)COC(=O)N1C[C@H](O)C[C@H]1C(=O)Nc1ccc(Cl)cc1	-4%	-4%	2%
Additional results.
SMILES	FEN1 inh	GCN5L2 inh	DT40 TDP1 CPT
COc1ccc(OC)c(NC(=O)c2ccc3c(c2)C(=O)N(CC2CCCO2)C3=O)c1 (stereo unspecified)	-101%	-2%	1%
CC(=O)Nc1cccc(C(=O)Nc2ccc(S(=O)(=O)NC3=NCCCCC3)cc2)c1	-2%	-26%	3%
O=C(NCCCN1CCCC1=O)c1cc(S(=O)(=O)N2CCN(c3ccccc3)CC2)ccc1Cl	-1%	.	?
Cc1ccc(NC(=O)Cn2nc(C)c([N+](=O)[O-])c2C)cc1C	4%	0%	-23%
O=C(O)c1cccc(S(=O)(=O)Nc2ccccc2N2CCOCC2)c1	10%	-1%	-9%
O=C(CNC(=O)[C@@H]1Cc2ccccc2CN1)NCc1ccco1	18%	-1%	-4%
CC1(CCCN2C(=O)c3ccccc3C2=O)OCCO1	-7%	.	15%
O=C(Cc1cccs1)NCc1cc(Cl)cc(Cl)c1	1%	3%	-2%
COc1ccc(NC(=O)CN(C)C(=O)c2cnc(Cl)c(Cl)c2)cc1	15%	-2%	-17%
O=C(NCCO)/C(=C\c1ccc(Br)cc1)NC(=O)c1cccs1	0%	0%	4%
COC(=O)C1CCN(Cc2nnc(-c3ccccc3)o2)CC1	5%	-1%	-1%
CCc1cccc2c1NC(=O)C2=O	-4%	.	19%
O=C(CNC(=O)c1ccco1)OCc1ccc(Br)cc1	-2%	-1%	-17%
O=C(COc1ccc2ccc(=O)oc2c1)NCc1ccccn1	-2%	2%	17%
O=C(Nc1ccc(Cl)cc1)c1ccc(Br)cc1F	12%	28%	-11%
COc1cccc(CN(C)CC(=O)Nc2ccccc2N2CCOCC2)c1OC	-9%	-8%	?
Cc1ccc(C(=O)N(CC(=O)NC2CCCC2)c2ccc3c(c2)OCCO3)s1	20%	-14%	?
CCCCOc1ccc(N(CC(=O)NC2CCCCC2)C(=O)CCC(=O)Nc2ccccn2)cc1	0%	-6%	-29%
O=C(Cn1ncc2c([nH]c3ccccc32)c1=O)N1CCN(c2ccccn2)CC1	18%	0%	?
COc1ccc(Cc2nnc(SC)[nH]c2=O)cc1OC	0%	0%	-2%
CCOC(=O)c1[nH]c2c(c1C)C(=O)CC(c1ccc(OC)c(OC)c1)C2 (stereo unspecified)	8%	0%	2%
C/C(NC1CCCCC1)=C(/C#N)C(=O)NCCN1CCOCC1	-6%	-1%	-14%
COc1ccc(CCNc2nc(C)nc3c2nnn3Cc2ccccc2)cc1	11%	0%	-21%
Cc1ccc(C(=O)Nc2ccncc2)c(C)c1	0%	-5%	?
FC(F)(F)c1cc(-c2ccccc2)nc2cc(-c3ccc(Br)cc3)nn12	15%	-1%	-12%
More structures.
SMILES	FEN1 inh	GCN5L2 inh	DT40 TDP1 CPT
CC1=C(C(=O)N2CCOCC2)C(c2cccc3ccccc23)NC(=S)N1 (stereo unspecified)	-4%	30%[activator]	14%
O=C(O)c1ccc(/C=C2\SC(=Nc3ccccc3)N(c3ccccc3)C2=O)cc1	16%	-3%	-17%
COCCCNC(=O)N1CCN(c2nnc(C)c3c(C)n(-c4ccc(Cl)cc4)nc23)CC1	16%	-4%	-10%
CC(C)S(=O)(=O)C1=NSC2=NC(=O)/C(=C\c3ccc(OC(=O)c4ccco4)cc3)C(=N)N21	-4%	-25%	-21%
Cc1ccc(N(Cc2ccccc2O)C(=O)c2ccccc2F)cc1	-15%	-23%	?
CC#CCCCC(=O)Nc1ccccc1C(=O)O	-16%	-2%	-2%
Cc1ccc(NC(=O)Cn2cnc3c2c(=O)n(C)c(=O)n3C)cc1C	0%	-6%	-16%
COc1ccc(-c2nc(=S)c3ccc4ccccc4c3[nH]2)cc1	-3%	-2%	11%
CC1Cc2ccccc2N1C(=O)C1CCCN(S(=O)(=O)c2cccc3nsnc23)C1 (stereo unspecified)	-1%	-18%	?
COc1ccc(-c2nc3ccccc3o2)cc1NC(=O)C(C)(C)Oc1ccc(Br)cc1	-5%	-5%	.
COc1ccc(-c2nc3scc(CCNC(=O)c4cccc(Br)c4)n3n2)cc1	3%	-12%	?
Cc1c(Cl)cccc1NC(=O)CCS(=O)(=O)c1ccc2c(c1)CC(C)N2C(=O)C1CC1 (stereo unspecified)	-3%	-1%	5.2µM*
COc1ccc(C2C(C(=O)Nc3ccc(Cl)cc3)=C(C)Nc3nc(SCc4cccc(C)c4)nn32)cc1OC (stereo unspecified)	2%	-7%	?
Cc1ccc2nc(NCc3ccccc3)[nH]c2c1	-6%	0%	4.1µM*
O=C(Cc1ccc(Cl)cc1)Nc1cccc(-c2nnc(-c3ccco3)o2)c1	-1%	-9%	?
Cc1ccc(C)c(S(=O)(=O)N2CCCC2CNC(=O)C(=O)NC2CCCC2)c1 (stereo unspecified)	-3%	-5%	-8%
C=CCn1c(SCC(=O)NC2CCCCC2)nnc1-c1ccc(OC)cc1	1%	1%	-7%
Nc1ccccc1C(=O)/C=C/c1ccc2c(c1)OCO2	-10%	-13%	?
CCCOC(=O)Cc1c(O)c2ccccc2[nH]c1=O	5%	-8%	-11%
